From PubChem
Anesthetic bind = candidate novel general anesthetic via apoferritin binding; 0.074% of 350,000 active; apoferritin/1-aminoanthracene competitive binding, fluorescence; P02791; Potency, µM (doses to about 77.5 µM), for the others: top-dose activity change, negative = displacement, hits mostly inhibitors; AID 485281; further: potency means the concentration at half of the fitted maximal effect; on the % scale 0 is the no-effect control and ±100 the full control effect; nearly all actives have a fitted effect of over 20% in size
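Apoferritin-based anesthetic binding model; compound displacement of fluorescent 1-AMA measured as endpoint fluorescence after 10 minutes at room temperature, scaled to free-ligand and complex controls.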
Pol beta inh = DNA polymerase beta (human) inhibition | P06746 | Pol beta primer extension/strand displacement, fluorescence kinetic | Potency, µM (titrated, usually from 114 µM), inactives show top-dose activity change, negative = inhibition, usual class: inhibitors | 1.3% of 340,000 active | AID 485314; further: potency means the concentration at half of the fitted maximal effect; on the % scale 0 is the no-effect control and ±100 the full control effect
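Pol beta (10 nM) and compounds were preincubated 15 min at room temperature, then 50 nM substrate (final) started primer extension/strand displacement. Reads were taken at 0 and 10 min; concentration-response data were fitted to a four-parameter Hill equation.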
BLM inh = inhibitors of human Bloom syndrome helicase BLM | recombinant BLM DNA unwinding, fluorescence dequenching | Potency, µM (series often up to 56.1 µM), without a hit: at the highest dose activity change, negative = inhibition, actives largely listed as inhibitors | P54132 | 0.2% of 350,000 active | AID 2528;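 further: potency means the concentration at half of the fitted maximal effect; plate controls were vehicle for no effect and no enzyme for full effect; nearly all actives have a fitted effect of over 35% in size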
Target sequence (P54132 whole entry, looked up): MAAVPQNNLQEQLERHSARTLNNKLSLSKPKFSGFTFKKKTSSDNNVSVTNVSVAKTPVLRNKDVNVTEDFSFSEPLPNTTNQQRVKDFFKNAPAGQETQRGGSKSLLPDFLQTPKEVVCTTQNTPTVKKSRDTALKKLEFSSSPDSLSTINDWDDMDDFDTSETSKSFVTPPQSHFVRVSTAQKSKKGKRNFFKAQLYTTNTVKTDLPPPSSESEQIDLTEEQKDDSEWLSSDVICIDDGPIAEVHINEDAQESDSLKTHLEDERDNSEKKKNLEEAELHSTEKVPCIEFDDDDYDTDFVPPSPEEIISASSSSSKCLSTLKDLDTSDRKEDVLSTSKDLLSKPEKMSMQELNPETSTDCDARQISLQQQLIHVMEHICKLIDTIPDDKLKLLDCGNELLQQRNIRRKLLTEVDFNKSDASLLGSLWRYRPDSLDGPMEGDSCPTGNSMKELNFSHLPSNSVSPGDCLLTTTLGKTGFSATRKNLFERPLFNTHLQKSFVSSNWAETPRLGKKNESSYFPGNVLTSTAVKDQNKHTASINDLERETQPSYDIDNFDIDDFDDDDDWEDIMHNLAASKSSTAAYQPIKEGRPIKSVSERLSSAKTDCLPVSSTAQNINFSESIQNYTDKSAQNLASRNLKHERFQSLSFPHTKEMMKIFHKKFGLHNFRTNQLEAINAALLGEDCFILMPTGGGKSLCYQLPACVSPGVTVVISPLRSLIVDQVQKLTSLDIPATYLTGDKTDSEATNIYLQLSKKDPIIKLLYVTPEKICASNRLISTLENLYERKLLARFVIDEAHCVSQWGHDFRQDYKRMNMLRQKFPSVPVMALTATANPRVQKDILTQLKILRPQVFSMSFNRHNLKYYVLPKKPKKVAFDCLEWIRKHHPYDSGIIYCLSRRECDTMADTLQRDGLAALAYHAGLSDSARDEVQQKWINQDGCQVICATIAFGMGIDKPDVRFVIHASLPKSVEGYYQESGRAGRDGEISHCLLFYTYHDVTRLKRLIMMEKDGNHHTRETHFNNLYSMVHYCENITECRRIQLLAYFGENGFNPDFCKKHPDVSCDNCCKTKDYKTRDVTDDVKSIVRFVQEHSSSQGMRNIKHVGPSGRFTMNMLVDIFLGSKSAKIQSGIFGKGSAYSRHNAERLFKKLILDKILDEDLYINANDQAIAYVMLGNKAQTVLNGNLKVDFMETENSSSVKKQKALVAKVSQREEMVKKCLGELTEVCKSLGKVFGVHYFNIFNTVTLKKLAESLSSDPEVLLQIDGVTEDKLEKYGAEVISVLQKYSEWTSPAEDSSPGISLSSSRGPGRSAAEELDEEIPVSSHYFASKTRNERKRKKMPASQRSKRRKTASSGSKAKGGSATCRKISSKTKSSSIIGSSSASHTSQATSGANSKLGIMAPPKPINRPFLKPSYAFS
APEX1 inh = blocks human APE1 abasic DNA cleavage; AID 2517; Potency, µM (doses to about 65.8 µM), without a hit: at the top dose activity change, negative = inhibition, most hits filed as inhibitors; recombinant APE1, TAMRA/BHQ-2 abasic DNA cleavage fluorescence; 0.35% of 350,000 active;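 further: potency means the concentration at half of the fitted maximal effect; plate controls were vehicle for no effect and reference inhibitor for full effect; nearly all actives have a fitted effect of over 55% in size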
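Enzyme (0.75 nM final) and test compound are incubated 15 min at room temperature before adding 50 nM quenched THF abasic-site duplex. Cleavage dequenches TAMRA, followed at 525/598 nm over three reads one minute apart.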
POLK inh = DNA polymerase kappa (human) inhibition; purified Pol kappa, fluorescent DNA synthesis assay, 10 min; Potency, µM (top dose mostly 107 µM), for the others: at the top dose activity, negative = inhibition, hits mostly inhibitors; AID 588579; 0.53% of 400,000 active; Q9UBT6; further: potency means the concentration at half of the fitted maximal effect; on the % scale 0 is the no-effect control and ±100 the full control effect
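10 nM Pol kappa was preincubated with compounds for 15 min at room temperature. Reaction started with 50 nM (final) substrate. Fluorescence read kinetically at 0 and 10 min.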
GRP78 ERSR act = inducers of ER stress response in human glioma cells. U87-MG GRP78 promoter luciferase reporter, 16 h. Potency, µM, inactives show at the highest dose activation, actives largely listed as activators. 0.02% of 420,000 active. AID 602332; further: potency means the concentration at half of the fitted maximal effect; series mostly up to about 76 µM; % of control where 0% means no effect; nearly all actives have a fitted effect of over 35% in size
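Stably transfected U87-MG human glioma cells carrying a GRP78-based luminescent sensor were seeded at 1000 cells/well, pin-dosed with compounds and incubated 16 h. Luciferase reagent was then added, and end-point luminescence was read after 10 min at room temperature.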
POLH inh = DNA polymerase eta (human) inhibition. Q9Y253. recombinant Pol eta, fluorescent DNA replication assay. Potency, µM (top dose mostly 114 µM), inactives show at the top dose activity change, negative = inhibition, hits mostly inhibitors. 1.2% of 390,000 active; further: potency means the concentration at half of the fitted maximal effect; on the % scale 0 is the no-effect control and ±100 the full control effect
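Pol eta at 10 nM preincubated with compounds 15 min at room temperature; reaction started with fluorescent substrate (50 nM final) and read kinetically at 0 and 10 min.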
LDHA block = LDHA (human) enzyme inhibition | P00338 | purified LDHA, NADH/diaphorase-resazurin fluorescence; active compounds read low | activity change, % (values are at about 110 or 230 µM) | 0.15% of 480,000 active | AID 1347041; in the data active means activity change below about -30%; inconclusive means mostly about -25% to -30%;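 further: plate controls were DMSO wells for no effect and wells without enzyme for full effect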
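Remaining NADH was detected by diaphorase (0.133 mg/mL) converting 37 µM resazurin to fluorescent resorufin, read at 0 and 20 minutes. The preceding 5-minute room-temperature reaction used 2 nM LDHA, 0.2 mM sodium pyruvate and 0.06 mM NADH at pH 7.4.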
Pol iota inh = inhibitors of human DNA polymerase iota | Q9UNA4 | Pol iota fluorescent replication assay, 10 min | Potency, µM (highest dose often 115 µM), for inactives: at the top dose activity, negative = inhibition, actives largely listed as inhibitors | 1% of 390,000 active; further: potency means the concentration at half of the fitted maximal effect
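Pol iota at 10 nM preincubated 15 min with compounds at room temperature; reaction started with fluorescent substrate, 50 nM final. Fluorescence read kinetically at 0 and 10 min; buffer-only wells as negative control.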
The depositor's hits bear a star; ? = inconclusive; nt = no result given; [ ] = dose if it differs, or a comment. Unless noted, the call rests on the fitted dose curve; in most records, active means well fitted curve in the direction sought with a large enough effect; inconclusive means small, poorly fitted or top-dose-only effect, or another doubt; inactive means no such curve, though single readings can be large; an effect the other way counts as inactive or inconclusive.

SMILES	Anesthetic bind	Pol beta inh	BLM inh	APEX1 inh	POLK inh	GRP78 ERSR act	POLH inh	LDHA block	Pol iota inh
COc1ccc(N2CCN(c3nc4cc(C)ccc4cc3C=O)CC2)cc1	-7.0%	6.1%	-8.0%	7.4%	-1.7%	-3.3%	-23.7%	-3.9	61.9%[activator]
CC(C)(C)C1CCc2nc(NC(=O)Cc3ccccc3)sc2C1 (stereo unspecified)	?	20.8%	-2.7%	nt	2.5%	12.7%	-12.8%	2.6	2.2%
O=C(COc1ccc2cc(-c3ccccc3)c(=O)oc2c1)NCC1CCC(C(=O)O)CC1 (stereo unspecified)	38.0%[activator]	1.9%	0.3%	-11.8%	-16.4%	0.0%	-9.9%	-11.3	-29.7%
COc1ccc(-c2cc(C(=O)NCCCn3ccnc3)no2)cc1OC	-5.6%	9.9%	-6.1%	-0.2%	-5.8%	-2.7%	-1.7%	-3.7	8.5%
O=C(NCC(=O)N(c1ccccc1F)C(C(=O)NC1CCCC1)c1cccnc1)c1ccco1 (stereo unspecified)	-9.3%	-0.2%	-3.4%	20.8%	-15.5%	-1.4%	1.9%	-5.5	138.5%[activator]
CCc1cccc(C)c1NC(=O)COC(=O)CNS(=O)(=O)/C=C/c1ccccc1	4.1%	?	-3.3%	2.8%	-14.5%	-2.9%	-11.3%	-2.4	-11.1%
CCOc1ccc2oc(-c3ccccc3)c(C(=O)O)c2c1	-7.4%	0.6%	-0.8%	7.9%	-5.8%	-3.9%	3.3%	-2.9	27.4%
Cc1cc(Br)ccc1OCCN1CC(C)OC(C)C1 (stereo unspecified)	-9.1%	15.7%	-14.9%	-1.7%	-2.2%	-1.4%	3.4%	?	163.4%[activator]
O=C(CCc1ccccc1)NNC(=O)c1ccccc1F	-6.1%	29.9%	-0.4%	-1.3%	10.4%	-0.2%	3.5%	2.0	20.0%
C[C@H](NC(=O)c1nc[nH]c1C(=O)NCc1ccc(CNC(=O)OC(C)(C)C)cc1)C(=O)OC(C)(C)C	?	-2.9%	2.0%	?	-22.1%	-5.1%	?	-4.3	-9.3%
CCc1nc2ccccc2c(=O)n1NC(=O)c1c(O)c2cccc3c2n(c1=O)CCC3	-10.8%	8.6%	-2.5%	4.6%	-1.5%	-5.7%	-18.2%	-15.1	7.8%
N#CC1=C(N)OC2=C(C(=O)CCC2)C1c1ccc2c(c1)OCO2 (stereo unspecified)	1.7%	-17.1%	-1.4%	8.4%	-8.1%	-0.3%	-16.8%	3.3	8.7%
Cc1noc(NC(=O)c2cccc(Cl)c2Cl)c1C#N	-2.5%	29.6%	-2.0%	14.0%	-14.4%	1.5%	-13.1%	-7.5	-16.7%
COc1ccccc1S(=O)(=O)Cc1ccc(C(=O)N2CCOCC2)o1	7.6%	-2.7%	6.1%	-5.0%	-9.3%	-4.0%	-13.1%	-4.0	-4.1%
CC(=O)Nc1nnc(SCc2cc(=O)c3cccc(C)c3[nH]2)s1	3.6%	-13.9%	-9.0%	nt	2.3%[60.1 µM]	-2.8%	?	7.6	9.9%
CC1CC(C)CN(S(=O)(=O)c2cccc3cccnc23)C1 (stereo unspecified)	-22.5%	27.3%	-0.6%	-0.6%	6.5%	-1.9%	-15.1%	-1.0	-19.5%
OCCN1C2=NCCCN2c2ccccc21	5.2%	-9.8%	1.6%	51.6%[activator]	-7.7%	-1.2%	-11.7%	-1.3	18.6%
COc1ccccc1NC(=S)NN=C(C)c1ccccn1	nt	nt	nt	nt	-15.2%	1.1%	-6.6%	-5.6	8.8%
COc1ccc(/C=C2/C(=O)ON=C2c2ccccc2)cc1OC	-12.7%	2.7%	0.6%	-2.1%	-20.3%	-14.9%	-1.0%	-60.1*	?
C/C(=N\N1CCN(Cc2ccc(Cl)cc2)CC1)c1ccc(F)cc1	-0.7%	15.8%	-5.8%	4.0%	-5.2%	-2.2%	-19.0%	-3.1	28.7%
COc1ccc(Cl)cc1-n1c(C)cc(C(=O)O)c1C	-10.1%	1.3%	-0.1%	-4.1%	14.2%	-2.7%	-11.4%	-1.3	-9.4%
Cc1ccc(/C=N/Nc2nc(Cl)c(Cl)cc2Cl)s1	71.4%[activator]	15.0%	-1.5%	-3.4%	-5.3%	2.4%	-7.7%	-13.7	7.6%
O=C(NCc1ccco1)C1CC(=O)N(c2ccc(Cl)cc2)C1 (stereo unspecified)	-8.1%	-13.4%	1.8%	-0.3%	-11.0%	-6.7%	-1.0%	-7.4	-2.2%
CC(=O)N1CCC(=NNS(=O)(=O)c2ccc(C)c([N+](=O)[O-])c2)CC1	-7.0%	2.4%	0.3%	4.3%	5.9%	-5.2%	-6.0%	-3.7	4.8%
CCN(CC)C(=O)c1[nH]cnc1C(=O)Nc1ccc(Cl)cc1	nt	nt	nt	2.4%	0.8%	-4.0%	-12.2%	-0.6	14.0%
Following part:
SMILES	Anesthetic bind	Pol beta inh	BLM inh	APEX1 inh	POLK inh	GRP78 ERSR act	POLH inh	LDHA block	Pol iota inh
CCn1c(SCC(=O)N2CCc3ccccc32)nnc1-c1c[nH]c2ccccc12	-10.1%	-18.4%	2.6%	-4.6%	-10.9%	-9.0%	-14.4%	-3.2	-7.7%
CCOC(=O)C1(Cc2ccccc2Cl)CCN(Cc2csc(C(C)=O)c2)CC1	?	-2.6%	-3.1%	-1.1%	6.7%	-2.6%	-7.9%	-1.6	10.9%
COc1cc(C2=CN(Cc3ccccc3)CCC2=O)cc(OC)c1OC	nt	nt	nt	10.5%	-0.9%	-4.8%	-15.3%	2.7	37.5%
CCOC(=O)CCN1C(=O)[C@H]2[C@H]3[C@H](O)[C@H](O)C/C(=N/NC(=O)OCC)[C@H]3CC[C@@H]2C1=O	9.2%[15.3 µM]	nt	4.5%[12.4 µM]	15.8%[12.4 µM]	nt	-4.0%	nt	nt	nt
NC(=O)C1CCN(C(=O)CN2C(=O)c3ccccc3S2(=O)=O)CC1	-4.9%	4.7%	-0.2%	-0.9%	-7.2%	-1.9%	-6.4%	-13.5	18.6%
COc1ccc(CNC(C)C23CC4CC(CC(C4)C2)C3)c(OC)c1OC (stereo unspecified)	-9.6%	13.1%	-0.9%	5.6%	-13.4%	10.5%	?	-8.9	?
COCCCNC(=O)COc1ccc(-c2nccc(-c3ccccn3)n2)cc1	-7.2%	-27.0%	2.4%	-1.7%	-2.9%	-12.5%	-5.0%	-7.5	15.0%
S=C(NCCCc1ccccc1)Nc1ccccc1	-23.5%	2.3%	-4.2%	35.8%	1.6%	3.8%	-16.8%	-0.6	-6.1%
O=C(CSc1ccc([N+](=O)[O-])cn1)Nc1ccccc1N1CCOCC1	-13.9%	?	-3.5%	10.2%	-14.6%	-2.8%	-7.1%	4.9	?
CCCCNC(=O)c1ccc2nc(-c3ccco3)c(-c3ccco3)nc2c1	-13.2%	20µM*	15.8µM*	-4.6%	8.91µM*	-3.2%	14.1µM*	13.0	?
C=CCn1c(-c2ccoc2C)n[nH]c1=S	-15.2%	4.1%	2.3%	-2.1%	-12.6%	-2.7%	0.2%	-12.9	-22.3%
COc1ccc(C(=O)Nc2ccccc2C(=O)N/N=C/c2ccco2)cc1	-14.1%	?	-4.3%	5.7%	-13.5%	-0.5%	-8.0%	-9.6	4.5%
COc1cccc(CNC(=O)Cc2nc3nc(C)cc(C)n3n2)c1	-18.2%	7.1%	-0.4%	0.0%	-6.9%	-4.7%	-19.6%	-0.1	119.5%[activator]
O=[N+]([O-])c1ccc(N2CCN(c3ccc(Cl)nn3)CC2)cc1NC1CC1	nt	nt	nt	nt	-6.4%	-8.6%	5.8%	4.3	8.8%
c1cncc(CNC2CCCc3ccccc32)c1 (stereo unspecified)	-11.0%	-1.1%	-0.3%	20.4%	0.0%	-3.1%	-7.8%	-6.9	10.8%
Cc1nc(SCC(=O)NC2CCCCC2)[nH]c(=O)c1C	-2.0%	1.2%	5.9%	6.5%	-0.2%	-1.6%	-3.4%	-1.4	-3.6%
O=C(CCn1nnc2ccccc21)N/N=C\Cc1ccccc1	?	13.1%	0.4%	3.7%	3.9%	-2.0%	-18.8%	1.7	29.8%
CCC(C)[C@H](NC(=O)NCc1ccc(Cl)cc1)C(=O)O (stereo partly specified)	-4.2%	1.3%	-0.1%	15.9%	-4.6%	3.9%	-22.6%	-1.1	5.5%
CCOC(=O)C1(CCOc2ccccc2)CCN(Cc2cccc(OC)c2)CC1	nt	nt	nt	nt	-17.5%	-0.3%	-15.1%	0.3	-1.4%
O=C(Nc1nc(-c2ccc(-c3ccccc3)cc2)cs1)C1CCCO1 (stereo unspecified)	-5.1%	0.0%	-1.0%	-0.5%	-1.7%	-0.5%	4.3%	1.4	2.5%
CN(Cc1nccs1)C(=O)c1ccc2nc(Cc3ccccc3F)oc2c1	-3.1%	?	-15.1%	-2.5%	-8.4%	6.9%	-2.3%	-3.5	-15.6%
CCn1c(=O)cc(OCC(=O)N2CCN(c3cccc(C)c3C)CC2)c2ccccc21	36.0%[activator]	-18.8%	-6.3%	nt	-17.4%	-3.7%	-5.8%	-5.0	16.0%
CCOC(=O)[C@@H]1[C@H]2COc3ccc(Br)cc3[C@@H]2N2C(=O)N(c3ccc(Br)cc3)C(=O)[C@]12C	-15.5%	2.5%	-8.8%	13.2%	10.1%	-3.0%	-20.3%	-0.3	?

Some of the entries so far, in CSV form.
smiles,Anesthetic bind,Pol beta inh,BLM inh,APEX1 inh,POLK inh,GRP78 ERSR act,POLH inh,LDHA block,Pol iota inh
NC(=O)C1CCN(C(=O)CN2C(=O)c3ccccc3S2(=O)=O)CC1,-4.9%,4.7%,-0.2%,-0.9%,-7.2%,-1.9%,-6.4%,-13.5,18.6%
CCOC(=O)C1(Cc2ccccc2Cl)CCN(Cc2csc(C(C)=O)c2)CC1,?,-2.6%,-3.1%,-1.1%,6.7%,-2.6%,-7.9%,-1.6,10.9%

Part of the list above, reduced to Pol iota inh, POLH inh and GRP78 ERSR act:
compound	Pol iota inh	POLH inh	GRP78 ERSR act
O=C(Nc1nc(-c2ccc(-c3ccccc3)cc2)cs1)C1CCCO1 (stereo unspecified)	2.5%	4.3%	-0.5%
CCc1cccc(C)c1NC(=O)COC(=O)CNS(=O)(=O)/C=C/c1ccccc1	-11.1%	-11.3%	-2.9%
CCC(C)[C@H](NC(=O)NCc1ccc(Cl)cc1)C(=O)O (stereo partly specified)	5.5%	-22.6%	3.9%

A portion of the library (hit frequency here may not be typical).
